Bioassay records from PubChem.
PLC-beta3 inh = inhibitors of human phospholipase C beta3; AID 720704; Q01970; inhibition, % at 12.2 µM; hit rate 0.18% among 370,000; Purified PLC-beta3, fluorogenic substrate, fluorescence; in the data active means inhibition above about 11%;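 further: 0% = median of compound wells on plate and 100% = full blocker control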
hgDAF12 agonist = activates the H. glycines DAF-12 receptor ligand-binding domain | hit rate 1.8% among 370,000 | activation, % at 6.8 µM | HEK293 GAL4-hgDAF12 UAS-luciferase reporter, agonist luminescence; normalized to butyrate control;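 active means activation above a cutoff set at the mean of all screened compounds plus 3 SD, cut at about 10% in these data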;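 further: 0% = DMSO wells and 100% = sodium butyrate wells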
DAX1 inh-1 = inhibitors of human orphan nuclear receptor DAX1 (NR0B1); HEK293 Gal4-DAX1 luciferase reporter, luminescence; AID 504766; inhibition, % at 6.75 µM; hit rate 0.99% among 340,000; P51843;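 active means inhibition above the mean over all tested compounds plus 3 SD, cut at about 4.2% in these data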;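 further: 0% = DAX1-transfected cells with DMSO and 100% = empty-vector control cells with DMSO; inhibition shows as a rise in luminescence from relieved DAX1 repression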
Target sequence (P51843 207-470 limits assumed): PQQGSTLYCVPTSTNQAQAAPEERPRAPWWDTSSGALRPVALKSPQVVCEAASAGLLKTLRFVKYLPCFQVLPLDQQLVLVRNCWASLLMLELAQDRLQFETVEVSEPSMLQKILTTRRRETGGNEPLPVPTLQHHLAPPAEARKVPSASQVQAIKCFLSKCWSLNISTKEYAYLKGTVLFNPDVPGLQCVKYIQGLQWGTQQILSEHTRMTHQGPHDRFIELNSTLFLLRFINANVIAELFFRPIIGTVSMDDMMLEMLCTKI
PLCg1 inh = blocks human PLC-gamma1 enzyme activity; hit rate 0.84% among 370,000; purified PLC-gamma1, fluorogenic substrate, fluorescence; inhibition, % at 12.2 µM; in the data active means inhibition above about 9.5%
hcDAF-12 act = activates DAF-12 receptor from parasite H. contortus; HEK293 hcDAF-12 lit1-tk-luc reporter, luminescence; 0% DMSO, 100% Δ7-dafachronic acid; AID 652067; activation, % at 6.8 µM; hit rate 1.4% among 370,000;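 active means activation above the mean of all tested compounds plus 3 SD, cut at about 5.5% in these data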;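 further: 100% = response to 3 µM Δ7-dafachronic acid high control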
ADAM10 inh = inhibitors of human ADAM10; O14672; recombinant ADAM10, EDANS/DABCYL FRET peptide cleavage, 3 h; inhibition, % at 7 µM; hit rate 0.62% among 370,000;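 active means inhibition above a per-campaign cutoff equal to the mean of compounds falling between control-based bounds plus 3 SD, cut at about 20% in these data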;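 further: 0% = DMSO wells while the 100% control is not disclosed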
Target sequence (O14672 214-748 limits assumed): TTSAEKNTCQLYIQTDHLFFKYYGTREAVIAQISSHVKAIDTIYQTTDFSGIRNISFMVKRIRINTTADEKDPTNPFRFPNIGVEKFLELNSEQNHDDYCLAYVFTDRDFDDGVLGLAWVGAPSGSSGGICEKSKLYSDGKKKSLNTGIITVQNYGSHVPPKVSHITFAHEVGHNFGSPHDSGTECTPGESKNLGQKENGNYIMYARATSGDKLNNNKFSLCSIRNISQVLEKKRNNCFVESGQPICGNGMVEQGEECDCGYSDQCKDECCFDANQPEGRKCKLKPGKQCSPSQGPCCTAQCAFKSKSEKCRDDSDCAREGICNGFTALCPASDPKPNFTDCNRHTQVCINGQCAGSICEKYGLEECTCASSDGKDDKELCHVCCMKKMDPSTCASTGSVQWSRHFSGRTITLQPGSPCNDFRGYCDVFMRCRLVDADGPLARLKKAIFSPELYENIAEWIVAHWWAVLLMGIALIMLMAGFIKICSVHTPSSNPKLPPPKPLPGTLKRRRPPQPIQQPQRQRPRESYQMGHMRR
ssDAF12 agonist = activates DAF-12 receptor from parasite S. stercoralis; AID 652126; hit rate 1% among 370,000; HEK293 ssDAF-12/GRIP1 lit1-tk-luc reporter, luminescence; % of 3 µM dafachronic acid response; activation, % at 6.8 µM;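 active means activation above the mean over all tested compounds plus 3 SD, cut at about 0.9% in these data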;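 further: 0% = DMSO-only wells and 100% = 3 µM delta7-dafachronic acid wells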
HGIII-sPLA2 inh = Blocks human group III sPLA2 activity; QFRET BODIPY PC-A2 liposome hydrolysis, fluorescence; Q9NZ20; hit rate 0.56% among 370,000; AID 743126; inhibition, % at 12.2 µM;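 active means inhibition above mean plus 3 SD of compounds lying within the high and low control bounds, cut at about 19% in these data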;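 further: 0% = median of test compound wells and 100% = no enzyme DMSO wells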
FXN GAA850 act = increases GAA850 frataxin promoter reporter activity; activation, % at 6 µM; HEK293 lucGAA850 FXN promoter luciferase reporter, 24 h; percent of 10 µM SAHA response; AID 540364; hit rate 0.56% among 360,000;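 active means activation above the average of all compounds screened plus 3 SD, cutoff fixed separately per campaign, cut at about 7.5% in these data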;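 further: 0% = DMSO wells and 100% = 10 µM SAHA wells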
DAX1 inh-2 = blocks DAX1 repression of SF-1 activated StAR promoter. HEK293T StAR-luciferase reporter, SF-1/DAX-1 repression relief. inhibition, % at 6.8 µM. hit rate 1.1% among 370,000. AID 652010;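 active means inhibition above the mean over all tested compounds plus 3 SD, cut at about 3.6% in these data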;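 further: 0% = DAX-1 cells with DMSO and 100% = cells lacking DAX-1 with DMSO; higher inhibition means more luminescence from relief of DAX-1 repression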
ADAM17 inh = inhibits human ADAM17; inhibition, % at 6.95 µM; recombinant ADAM17, EDANS/DABCYL FRET peptide cleavage; hit rate 0.83% among 370,000; P78536;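 active means inhibition above the mean of compounds lying between control limits plus 3 SD, set per campaign, cut at about 8.5% in these data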;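 further: 0% = DMSO-only wells as the low control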
Starred values were filed as active, the others as inactive; i = inactive; . = not tested or not shown.

The opening 2 entries, to show the layout:
compound,PLC-beta3 inh,hgDAF12 agonist,DAX1 inh-1,PLCg1 inh,hcDAF-12 act,ADAM10 inh,ssDAF12 agonist,HGIII-sPLA2 inh,FXN GAA850 act,DAX1 inh-2,ADAM17 inh
Cc1cc(C)n2nc(Nc3ccccc3)cc2n1,-275,1.6,0.9,-210,7.2*,-33,0.4,-2,2.6,1.3,-3
CCCc1cc(C(=O)Nc2ccc(C(=O)OC)cc2)cs1,-13,1.9,1.6,0,0.9,-3,-0.5,4,4.4,7.4*,-4

This part in full (from the top)
compound,PLC-beta3 inh,hgDAF12 agonist,DAX1 inh-1,PLCg1 inh,hcDAF-12 act,ADAM10 inh,ssDAF12 agonist,HGIII-sPLA2 inh,FXN GAA850 act,DAX1 inh-2,ADAM17 inh
Cc1cc(C)n2nc(Nc3ccccc3)cc2n1,-275,1.6,0.9,-210,7.2*,-33,0.4,-2,2.6,1.3,-3
CCCc1cc(C(=O)Nc2ccc(C(=O)OC)cc2)cs1,-13,1.9,1.6,0,0.9,-3,-0.5,4,4.4,7.4*,-4
CCOC(=O)CSc1nc(C)cc2c1C(=O)OC2,-2,-3.9,0.5,3,-0.5,3,1.0*,0,0.4,0.5,2
CCCCN(C)CCCNC(=O)CN1C(=O)COc2ccc(S(=O)(=O)N3CCOCC3)cc21,-10,-0.9,0.7,0,0.4,0,-0.8,7,-0.7,-0.4,-5
Cn1c(N)c(C(=O)COC(=O)/C=C/c2ccc(S(=O)(=O)N3CCOCC3)cc2)c(=O)n(C)c1=O,-2,0.4,-0.5,4,-1.1,3,-1.2,-2,-1.2,0.2,0
O=C(O)COc1ccc2c3c(c(=O)oc2c1)CCCC3,4,0.8,-0.6,6,-1.6,-6,-1.0,1,-1.0,-0.6,1
CCC1(c2ccccc2)NC(=O)N(CC(=O)Nc2ccc(S(=O)(=O)N3CC(C)CC(C)C3)cc2)C1=O (centres undefined),-1,1.8,0.1,-2,-0.5,21*,-1.3,-31,0.4,-0.4,10*
O=Cc1sc(Nc2ccccc2)nc1Cl,-92,3.2,-2.2,-57,-1.6,-5,-1.1,-9,-0.1,-2.4,-1
COC(=O)CSc1[nH]c2cc(C)ccc2c1[N+](=O)[O-],-16,0.2,0.2,-13,1.9,-29,-1.2,0,2.0,0.0,-10
CSc1cccc(NC(=O)C2CCCN(S(=O)(=O)c3ccc(F)cc3)C2)c1 (centres undefined),1,-2.3,-2.4,4,-3.9,8,-1.6,-35,-3.8,-3.0,3
COc1ccc(C(=O)COc2ccc(F)cc2)c(O)c1,-9,7.5,2.9,-4,2.2,3,-0.6,-43,6.9,0.4,1
O=C1CC(NCCc2ccccc2)C(=O)N1CCc1ccccc1 (centres undefined),-9,0.6,-0.5,2,1.1,-6,-0.9,-2,1.9,0.2,-3
Oc1ccc(-c2cn3ccccc3n2)cc1O,-28,8.2,1.0,-15,6.1*,-5,-0.2,3,8.9*,2.4,1
Oc1c(Br)cc(Br)c2cccnc12,-7,-2.5,-0.8,-9,-0.8,4,-0.6,3,1.0,0.0,-3
Cc1ccccc1-n1c(SCC(=O)N/N=C/c2ccccc2OCC(=O)O)nc2ccccc2c1=O,-5,0.2,-1.0,3,-0.7,5,-2.1,-18,-1.1,0.1,0
COc1cc(C2NC(=O)NC3=C2C(=O)OC3)cc(OC)c1OC (centres undefined),-19,2.2,0.8,-6,-1.1,-4,-1.1,12,-0.2,0.2,-5
COc1ccc2cc(S(=O)(=O)c3ccccc3)c(=O)oc2c1,-266,2.6,0.8,-186,-1.5,i,-0.8,1,4.0,0.3,i
Cc1nn(-c2ccccc2)c(N2CCCC2)c1/C=C1\N=C(c2ccccc2)OC1=O,-1,-2.2,0.7,-2,-0.9,-10,-1.8,12,2.5,-0.2,-3
COc1ccc(NC(=O)Nc2nnc(Cc3ccc(OC)c(OC)c3)s2)cc1,-6,3.4,-1.4,-1,-1.3,8,-1.4,-3,0.3,-0.1,-4
Cc1ccc2nc(-c3ccc(NC(=O)CN4CCN(c5ccccn5)CC4)cc3)sc2c1,-35,3.0,.,-24,-0.3,-98,-1.6,0,-0.6,0.1,-44
CN(C)/C=C1\C(=O)N(C)N=C1C(F)(F)F,2,-1.8,1.7,-1,-0.5,4,-0.9,-1,-0.9,-0.3,-2
CCN(CC)CCCNC(=O)c1cc2c(Cl)nc3ccccc3c2s1,1,3.2,1.5,2,2.7,-2,-0.8,-9,6.1,1.0,-1
CN(C)/C=N/c1nc2ncc(-c3ccc(Cl)cc3)c(/N=C/N(C)C)n2n1,-40,-1.8,-0.1,-27,-1.1,-10,-0.4,6,2.6,-0.9,-8
CC(=O)NCC(=O)OCC(=O)c1ccc(Cl)cc1,-2,-0.6,0.9,8,-1.3,-6,0.0,8,-0.7,0.2,-3
COc1ccc(CCC(=O)Nc2cccc(S(=O)(=O)N(C)C)c2)cc1OC,0,-3.2,-0.6,0,-1.6,-8,-0.6,-3,3.8,-0.3,-3

compound,PLC-beta3 inh,hgDAF12 agonist,DAX1 inh-1,PLCg1 inh,hcDAF-12 act,ADAM10 inh,ssDAF12 agonist,HGIII-sPLA2 inh,FXN GAA850 act,DAX1 inh-2,ADAM17 inh
O=C(CCCC(=O)OCC(Cl)=C(Cl)Cl)Nc1cccc2ccccc12,0,-0.4,-0.1,1,-1.4,7,-0.9,-4,0.6,-0.4,5
Cc1cccc(NC(=O)Cn2cc(C=O)c3ccccc32)c1,-2,-5.6,-2.6,3,-2.1,-5,-1.6,-10,-1.2,-0.7,-2
CCCCn1c(N)c(N(CC(C)C)C(=O)C2CC(=O)N(c3ccccc3C(C)CC)C2)c(=O)[nH]c1=O (centres undefined),-1,0.3,-0.5,3,-1.0,-6,-0.9,-1,-3.1,-0.4,-4
CN(C)S(=O)(=O)c1cc(NC(=O)CN2CCN(c3ccccc3F)CC2)ccc1Cl,5,-0.9,-0.4,1,-1.1,6,-2.1,-14,0.1,-0.4,1
CSc1ccccc1OCc1cc(C(=O)NCCc2nc(C)cc(C)n2)no1,-8,2.9,-0.1,0,1.9,1,-0.9,1,2.2,0.1,-6
CC(NCCC1(Cc2ccccc2Cl)CCOC(C)(C)C1)c1cccs1 (centres undefined),7,-0.9,1.2,3,-1.4,-1,-0.8,-6,-6.5,-0.5,-3
COc1ccc(C2N(S(=O)(=O)c3ccccc3)CCN2S(=O)(=O)c2ccc(C)cc2)cc1 (centres undefined),9,-1.7,-0.1,0,-2.4,17,-1.8,-17,1.2,-1.1,7
CCOc1ccc(NC(=O)CN(C)C(=O)C2CC(=O)N(c3cccc(SC)c3)C2)cc1OCC (centres undefined),-4,-0.1,-0.3,3,-1.2,-4,-0.8,-3,-0.9,-0.4,-1
CCN(CC(=O)O)S(=O)(=O)c1cc(Cl)ccc1Cl,1,-1.3,0.6,0,-0.9,-5,-1.0,-1,-0.4,-0.1,-3
CC(C)C[C@H]1CN=C(Nc2ccccc2)N1CC1CCCCCC1,2,2.5,0.9,3,-0.7,-2,-1.4,1,1.8,-0.4,0
Cc1ccc(CNC(=O)C2CC3Cn4c(nc5cc(C)c(C)cc54)C3N2C)o1 (centres undefined),-2,-1.8,0.3,-2,-1.1,-6,-1.0,3,-1.2,0.2,1
CCOc1ccc(C2C(C(=O)c3ccco3)=C(O)C(=O)N2CCN2CCOCC2)cc1 (centres undefined),-15,-1.7,0.2,-4,2.8,-13,-0.4,0,2.2,0.3,-3
CCN(Cc1ccccc1)C(=O)COC(=O)c1n[nH]c2ccccc12,-2,-1.9,-0.5,-1,-2.7,-7,-1.4,-30,-1.1,-0.3,-5
CCn1c(CNC(=O)Cc2ccc(OC)cc2)nnc1SCC(=O)c1ccccc1,-7,3.1,-0.8,2,-1.5,6,-0.9,-1,-0.9,1.9,-1
O=C(COc1ncnc2c(Cl)cc(Cl)cc12)NC1CCCCCC1,0,-3.2,-0.6,1,-2.5,3,-0.8,-2,0.8,0.2,2
COc1ccc(CCCC(=O)N/N=C/c2ccccc2OC)cc1,-5,1.6,0.9,3,-1.8,-5,-1.4,1,1.0,0.4,-1
Cc1ccc(N(C(C)C(=O)N2CCCC2)S(C)(=O)=O)cc1 (centres undefined),-3,2.9,0.7,2,-2.6,3,-1.8,1,1.4,-0.3,1
O=C(CSC1=NS(=O)(=O)c2cc(F)ccc2N1)Nc1ccccc1,-1,0.7,0.8,-3,-0.7,8,-0.9,-37,1.1,0.9,-1
Clc1cccc(CN2CCc3c([nH]c4ccccc34)C2)c1,-30,2.7,2.3,-31,-0.2,8,-1.6,14,1.0,0.6,-2
O=C(CN1C(=O)COc2ccc(S(=O)(=O)N3CCCCC3)cc21)NCc1ccc(F)cc1,-15,-2.0,-0.2,1,-2.0,6,-0.5,0,-1.8,-0.2,-1
COc1ccc(NC2CC(=O)NC2=O)cc1 (centres undefined),-9,0.7,0.8,-14,-1.7,-5,-1.1,5,0.5,0.2,-4
COc1cc(/C=N/Nc2ccnc(=O)[nH]2)ccc1O,-8,4.6,-1.2,2,3.3,-1,-0.8,12,7.7*,0.7,-3
O=C(O)c1cc(Cl)ccc1-c1ccc(/C=C/c2cc(C(F)(F)F)[nH]c(=O)n2)o1,-416,-0.6,0.8,-426,-1.0,-179,-1.3,-40,1.3,-0.1,-55
NC(=O)C1CCN(C(c2ccccc2Cl)c2nnnn2Cc2ccc3c(c2)OCO3)CC1 (centres undefined),-2,1.1,0.6,0,-1.2,-1,-1.0,-2,-1.4,0.4,-4
COc1ccc(CN2CCC(CNS(=O)(=O)c3cccc(C(F)(F)F)c3)CC2)cc1,-6,-2.5,-0.6,1,-1.6,1,-1.1,-8,-1.1,0.0,-4

compound,PLC-beta3 inh,hgDAF12 agonist,DAX1 inh-1,PLCg1 inh,hcDAF-12 act,ADAM10 inh,ssDAF12 agonist,HGIII-sPLA2 inh,FXN GAA850 act,DAX1 inh-2,ADAM17 inh
CN(C)/C=N/c1nc(Sc2ccc(C(F)(F)F)cc2[N+](=O)[O-])n[nH]1,-7,-0.9,2.5,0,-0.6,1,-1.3,3,-1.3,-0.4,-2
O=C(CSc1nnc(-c2ccco2)n1-c1ccccc1)NCc1ccco1,1,1.1,1.1,0,0.2,-1,-0.2,4,-2.6,0.0,-3
COC(=O)CSc1ccnc2cc(Cl)ccc12,-6,1.8,0.4,-2,-0.1,-5,-0.1,-6,-0.3,0.3,-1
CCOC(=O)c1c(C)c(C(=O)NCc2cccs2)c(C)n1C,2,-0.3,0.2,0,-2.0,-3,-1.9,7,1.4,-0.1,-4
COc1ccc(Cc2c(-c3ccc(C)cc3)nc3ccc(Cl)cn23)c(C)c1,-35,13*,.,-25,1.8,-31,0.2,-4,.,5.7*,-7
